Furin inh: inhibitors of human furin | 220,000 tested, 0.061% active | purified furin, fluorogenic substrate cleavage | P09958 | AID 463115 | inhibition, % at 30 µM; in the data active = inhibition above about 25%; note: inactives centre near -15
Thrombin inh: blocks human thrombin protease activity; alpha-thrombin, Boc-VPR-AMC fluorogenic substrate cleavage; 220,000 tested, 0.26% active; inhibition, % at 5 µM; P00734;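 active = inhibition at or above 40%; inactive = inhibition below 40%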;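 note: 0% = enzyme with no compound and 100% = wells without enzyme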
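Test system: human alpha-thrombin; medium: pH 7.5 Tris-saline with Tween 20; times: reaction at room temperature; signal: AMC fluorescence at 355 nm excitation and 460 nm emission; also added: Boc-VPR-AMC substrate, 15 µM final; dosing: one concentration per compound, 5 µM, with 0.2% DMSO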
KCC2 mod: modulators of human KCC2 chloride dependent transport. KCC2 cells, thallium flux FluoZin-2 fluorescence. B-score of Tl+ flux slope (higher = more flux/activation; lower = inhibition) at 10 µM. AID 1456. 190,000 tested, 2.2% active;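 active = thallium flux slope and its plate-corrected score both differing from the plate sample mean at a set confidence after two filtering rounds, in either direction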;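 note: slope of fluorescence scaled to starting intensity during 10 to 20 s after thallium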
FXIIa inh: factor XIIa (human) inhibition; AID 800; P00748; 220,000 tested, 0.3% active; inhibition, % at 5 µM; purified FXIIa, Boc-QGR-AMC fluorogenic substrate, 2 h; in the data active = inhibition above about 40%;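 note: 0% = enzyme with no compound and 100% = blank without enzyme; many of its hits are not listed in these tables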
Target sequence (P00748 20-372 limits assumed): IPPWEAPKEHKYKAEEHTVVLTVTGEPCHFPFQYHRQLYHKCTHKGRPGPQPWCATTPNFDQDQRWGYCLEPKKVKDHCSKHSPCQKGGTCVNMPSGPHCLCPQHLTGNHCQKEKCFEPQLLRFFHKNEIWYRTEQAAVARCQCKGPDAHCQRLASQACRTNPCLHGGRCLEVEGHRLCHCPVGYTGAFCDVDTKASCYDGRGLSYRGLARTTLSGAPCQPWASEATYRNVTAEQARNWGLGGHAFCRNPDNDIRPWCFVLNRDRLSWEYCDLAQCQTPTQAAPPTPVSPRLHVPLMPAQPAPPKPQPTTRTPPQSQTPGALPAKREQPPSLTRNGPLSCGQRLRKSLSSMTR
Target sequence (P00748 373-615 limits assumed): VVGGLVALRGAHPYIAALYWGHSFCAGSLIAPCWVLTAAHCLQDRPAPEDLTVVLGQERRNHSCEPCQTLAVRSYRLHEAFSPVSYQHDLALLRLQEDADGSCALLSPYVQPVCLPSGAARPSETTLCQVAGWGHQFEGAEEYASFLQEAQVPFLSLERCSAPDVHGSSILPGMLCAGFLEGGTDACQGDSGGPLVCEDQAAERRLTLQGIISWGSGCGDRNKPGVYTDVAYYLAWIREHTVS
FXIa inh 1536: blocks human coagulation factor XIa protease activity; P03951; purified FXIa, Boc-Glu-Ala-Arg-AMC fluorogenic substrate; inhibition, % at 5 µM; 220,000 tested, 0.14% active; AID 798;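 active = inhibition of at least 40%; inactive = inhibition below 40%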;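 note: fluorescence of freed AMC excited at 355 nm; 0% = enzyme without compound and 100% = no enzyme blank; many of its hits are not listed in these tables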
Rad51 HR inh: Rad51 (human) homologous recombination inhibition | hRad51 DNA strand exchange, fluorescence dequenching | Q06609 | inhibition, % at 10 µM | 200,000 tested, 0.085% active;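 active = inhibition above 40% at the single screening dose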;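 note: 0% = DMSO control wells and 100% = blanks with heterologous ssDNA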
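material = hRad51 filaments on single-stranded DNA | timing = filaments 15 min 37 °C, then compound 30 min | signal = FRET fluorescence dequenching, excitation 485 nm, emission 520 nm | benchmarks = control wells and blank wells on each plate | evaluation = percent inhibition relative to plate controls and blanks | compound = 10 µM final, single point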
Calpain2 inh: calpain II (pig) inhibition | 220,000 tested, 0.37% active | purified calpain II, fluorogenic peptide substrate, 30 min | inhibition, % at 16 µM;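 active = inhibition above about 50%, limit read from the data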
PERK inh: blocks human PERK kinase. CHO PERK-DD fusion, SEAP luminescence translation reporter. 220,000 tested, 0.17% active. AID 1416. Q9NZJ5. inhibition, % at 5.6 µM;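 active = inhibition above the mean inhibition of all tested compounds plus 3 SD, set separately per screening campaign, cut at about 2.9% in these data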;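 note: PERK kinase domain activated by AP20187 dimerizer at 100 nM; 0% = DMSO with dimerizer and 100% = rapamycin at 8.4 µM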
hK5 inh: inhibitors of human kallikrein 5; recombinant hK5, fluorogenic AMC substrate cleavage; inhibition, % at 5 µM; 210,000 tested, 0.59% active; Q9Y337;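 active = inhibition of 40% or more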;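 note: 0% = enzyme controls without compound and 100% = no-enzyme blanks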
Target sequence (Q9Y337 67-293 limits assumed): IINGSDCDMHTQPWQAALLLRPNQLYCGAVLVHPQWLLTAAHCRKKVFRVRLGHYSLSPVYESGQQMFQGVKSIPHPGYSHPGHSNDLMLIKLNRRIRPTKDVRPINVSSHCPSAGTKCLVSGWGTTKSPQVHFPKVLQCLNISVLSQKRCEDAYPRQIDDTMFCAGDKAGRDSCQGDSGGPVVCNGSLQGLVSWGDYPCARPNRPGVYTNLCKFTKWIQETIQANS
Numbers without * were called inactive; i = inactive; · = not tested or not shown; [ ] = another dose, or the depositor's remark.

FXIIa inh,KCC2 mod,Rad51 HR inh,Furin inh,FXIa inh 1536,PERK inh,hK5 inh,Thrombin inh,Calpain2 inh,compound
2,1.9,-2,-22,-6,0.7,-5,-9,18,CNC(=S)N/N=C/c1cc(C)ccc1C
-2,-0.4,-6,11[20 µM],-3,-0.6,-14,3,4,Cc1cc(C)c(C#N)c(N2CCN(CCOc3ccc(Cl)cc3)CC2)n1
8,0.047,-26,-8,0,0.0,9,-11,-58,COC(=O)COc1ccc2cccc(-n3cnnn3)c2c1
2,0.29,13,-23,-4,0.4,-3,-14,-14,O=C(NCCc1ccccn1)/C(=C/c1ccco1)NC(=O)c1ccccc1
4,-0.1,3,-33,-3,-0.1,-7,-10,5,COc1ccc(C/C(C)=N/NC(=O)C2COc3ccccc3O2)cc1 (stereo unspecified)
8,-2.4,-3,-20,-7,1.6,0,-3,16,O=C(Nc1ccccc1F)c1ccc2nc(N3C(=O)CCC3=O)sc2c1
-4,-0.28,2,-21,-5,0.2,-23,0,-2,CCOC(=O)Cc1ccc(NC(=O)c2cccc([N+](=O)[O-])c2)cc1
15,·,-2,-3,5,1.2,-25,3,2,COC(=O)[C@H](Cc1ccccc1)NC(=O)N1CC(C)OC(C)C1 (stereo partly specified)
5,-0.089,-6,-3,-3,0.5,19,-2,-66,NS(=O)(=O)c1ccc(N=Nc2c(-c3ccccc3)[nH]n(-c3nc(-c4ccccc4)cs3)c2=O)cc1
-10,-0.68,13,-16,-15,-1.2,-12,-2,-7,COc1ccc(N2CCN(C(=O)C(CCSC)N=C3NS(=O)(=O)c4ccccc43)CC2)cc1 (stereo unspecified)
11,-0.026,3,-17[20 µM],4,0.3,0,-5,-6,CCOC(=O)N1CCN(C(=O)CSc2nnc(CNC(=O)c3ccccc3F)o2)CC1
6,-1.7,-5,-14,0,1.1,3,1,25,Cc1cc(C)cc(N(C(=O)c2csnn2)C(C(=O)NC(C)(C)C)c2ccncc2)c1 (stereo unspecified)
-8,-0.82,14,-28,-5,0.7,-24,2,-4,COc1ccc(CCNC(=O)COc2ccc([N+](=O)[O-])cc2)cc1
10,1.7,8,-13[20 µM],3,1.0,3,3,30,COc1ccccc1NC(=O)c1ccc(Br)o1
16,-1.7,7,-15,-12,0.6,-25,-12,23,NC(CSC12CC3CC(CC(C3)C1)C2)C(=O)O (stereo unspecified)
11,1,-2,4,-1,0.7,-17,1,18,O=C1CNC(=O)/C1=C\c1ccc(O)cc1
9,·,-26,-18,-4,1.3,·,-6,-22,O=c1[nH]c(SCc2ccc(Cl)cc2)nc2ccccc12
10,-0.41,·,-23,-1,-0.1,-11,-2,-4,CC1CC(C)CN(CCCCOc2ccc([N+](=O)[O-])cc2)C1 (stereo unspecified)
7,·,·,-13,1,0.7,·,-9,45,Cc1c(Cl)cccc1NS(=O)(=O)c1ccc2c(c1)C1C=CCC1C(c1ccc(C(=O)O)cc1)N2 (stereo unspecified)
3,0.023,4,-18,-3,0.5,-2,-5,-74,COc1cccc2c(Cl)c(CC=C(Cl)Cl)c(C)nc12
2,0.22,-34,-16,-5,1.5,-12,1,-10,Cc1ccccc1NC(=S)NC(C)C(c1ccccc1)N1CCN(C)CC1 (stereo unspecified)
7,0.85,6,-8[20 µM],10,-0.1,1,-5,-4,O=C(CCn1c(=O)oc2ccccc21)N1CCCCCC1
6,0.55,·,0,-1,0.6,-23,-1,-47,O=C(Cn1nnc(-c2ccccc2Cl)n1)N/N=C/c1ccc(-c2cccc(Cl)c2)o1
17,·,-33,-10,3,-0.2,-21,2,9,CCN(CC)CCCOc1nc(C)nc2c1oc1ccccc12
11,-0.032,-2,-16,0,0.1,-6,-10,10,NNC(=O)CCc1nc2ccc(O)cc2[nH]1

Compound profiles (already shown). Screens in order: FXIIa inh | KCC2 mod | Rad51 HR inh | Furin inh | FXIa inh 1536 | PERK inh | hK5 inh | Thrombin inh | Calpain2 inh
Profile of `O=C(NCCc1ccccn1)/C(=C/c1ccco1)NC(=O)c1ccccc1` = 2 | 0.29 | 13 | -23 | -4 | 0.4 | -3 | -14 | -14
Profile of `COC(=O)COc1ccc2cccc(-n3cnnn3)c2c1` = 8 | 0.047 | -26 | -8 | 0 | 0.0 | 9 | -11 | -58
Profile of `Cc1c(Cl)cccc1NS(=O)(=O)c1ccc2c(c1)C1C=CCC1C(c1ccc(C(=O)O)cc1)N2` (stereo unspecified) = 7 | · | · | -13 | 1 | 0.7 | · | -9 | 45
Profile of `NNC(=O)CCc1nc2ccc(O)cc2[nH]1` = 11 | -0.032 | -2 | -16 | 0 | 0.1 | -6 | -10 | 10
Profile of `CCOC(=O)N1CCN(C(=O)CSc2nnc(CNC(=O)c3ccccc3F)o2)CC1` = 11 | -0.026 | 3 | -17[20 µM] | 4 | 0.3 | 0 | -5 | -6

New compounds follow:
FXIIa inh,KCC2 mod,Rad51 HR inh,Furin inh,FXIa inh 1536,PERK inh,hK5 inh,Thrombin inh,Calpain2 inh,compound
13,-0.54,-14,-19,5,0.4,-3,-5,31,Cc1ccc(S(=O)(=O)N2CCN(c3ccc(C(F)(F)F)cc3[N+](=O)[O-])CC2)cc1
15,-0.25,3,-13,6,1.1,-3,-6,-14,Cc1cccc(C(=O)NNC(=O)CCC(=O)Nc2cccc(Cl)c2C)c1
4,0.48,1,-14,-5,0.8,-184,-15,-177,COc1ccc(/C=C2\SC(=O)N(CC(=O)NNC(=O)c3ccccc3O)C2=O)cc1OC
-1,-2.4,·,-9,-7,0.6,-12,-6,17,O=C(CCCc1nc2ccccc2s1)NCc1ccccc1
-6,0.38,6,-22,-9,1.2,3,-7,11,CCn1c(SCCC(=O)O)nnc1-c1cccnc1
4,-0.066,2,-22[20 µM],-3,1.3,-2,-5,20,O=C(Nc1nnc(SCC(=O)N2CCOCC2)s1)c1ccccc1Cl
6,-0.029,-6,-29,-5,0.5,-1,-28,9,COCC(C)n1c(C)cc(C(=O)COC(=O)/C=C/c2cccc(F)c2)c1C (stereo unspecified)
22,-0.98,8,-9,-3,-0.3,-15,3,-45,CCOc1ccccc1NC1c2ccccc2C(=O)N1c1cccnc1 (stereo unspecified)
10,0.56,8,-14,8,0.8,15,-5,-177,O=C(Nc1ccc(NC(=O)c2sc3ccccc3c2Cl)cc1)c1ccco1
7,-0.44,·,-13,4,0.3,2,0,2,NC1=NC(c2ccccc2)=NC1(NC(=O)c1ccccc1)C(Cl)Cl (stereo unspecified)
16,0.37,-1,-6[20 µM],9,1.0,-15,1,18,COc1ccc(S(=O)(=O)Nc2ccc3ccccc3c2)cc1C
21,-2.3,2,-22,9,-0.1,-16,-3,12,CC1Cc2ccccc2N1C(=O)CSc1nnc(CSc2ncccn2)n1C (stereo unspecified)
10,1.5,19,-3,1,1.6,-4,6,19,Cc1nc2n(COCCO)cnn2c(=O)c1Br
0,-0.94,·,-13,-6,1.0,·,-10,9,COc1ccc(N2CCN(C(=O)CNC(=O)c3cn(-c4ccccc4OC)c(=O)c4ccccc34)CC2)cc1
12,-0.17,0,-11[20 µM],3,-1.1,-1,-2,-54,CCN(CC)C(=O)C1=C(C)NC(=S)NC1c1cn(-c2ccccc2)nc1-c1ccc(Cl)cc1 (stereo unspecified)
8,1.1,1,-11,-4,1.1,-31,-12,-30,O=C(NC1CCCCC1)c1ccc(CNc2c(N3CCOCC3)c(=O)c2=O)cc1
13,0.1,4,-17,5,1.1,-4,-4,12,CCc1ccc(NC(=O)COc2ccc(F)cc2C(=O)c2cnn(-c3ccccc3)c2)cc1
1,0.4,3,-17,3,0.6,-7,-9,38,COCC(C)NC(=O)/C=C/c1ccc(OC)cc1 (stereo unspecified)
12,1.1,4,-15,2,0.1,-23,1,5,Cc1oc(C(C)(C)C)cc1C(=O)NCC(=O)NCC(=O)O
18,-0.23,2,-26[20 µM],12,-0.4,9,2,-6,O=C(N/C(=C/c1cccs1)C(=O)N1CCCCCC1)c1ccccc1
7,-1.2,2,2,2,1.5,1,-1,-8,O=c1cc(O)c2sc3nc4c(c(C(F)(F)F)c3c2[nH]1)CCCCC4
-4,-0.0056,-3,11[20 µM],4,-0.2,-16,-1,-56,COc1ccc(-c2nn(-c3ccccc3)cc2/C=N/n2cnnc2)cc1OC
8,-2.2,8,-12,0,-0.5,1,-2,21,Brc1ccc(-c2nnc(Cc3ccccc3)o2)cc1
11,-1.2,-2,-16[20 µM],16,-0.7,13,-1,16,COc1cccc(CNc2ccc(N3CCCCC3)cc2)c1OC
11,0.13,9,-19,6,1.7,-4,-3,-15,NC(=NC(=O)c1ccc(OC(F)(F)F)cc1)c1ccc(C(F)(F)F)cn1
7,0.21,15,-12,-8,0.5,-9,0,5,CC(C)(C)S(=O)(=O)c1cnc(N2CCCCC2)nc1N
33,1.3,·,-12,15,-0.5,·,3,3,Cn1c(COc2cccc3cccnc23)nnc1SCC(=O)O
11,0.59,8,-26,-1,0.9,-24,2,-53,CCCCCCCC(=O)NNC(=O)c1c(O)c2ccccc2[nH]c1=O
17,-0.18,0,-16[20 µM],9,-0.5,-10,3,-1,COc1cccc(C(=O)CSc2nnnn2C2CCCCC2)c1
7,0.69,1,1,2,0.5,-13,-8,16,CC(=NC(C)C)C1=C(O)C(C)OC1=O (stereo unspecified)
5,0.036,-2,-15[20 µM],-5,0.6,3,0,-6,Cc1ccc(C(CC(N)=O)c2ccco2)cc1 (stereo unspecified)
8,-0.064,-4,-21,2,2.0,-1,-4,-11,CCCNC(=O)c1ccc(Cl)cc1Cl
4,-0.31,·,-20,-2,0.3,·,-4,-16,Cc1cccc(-c2ncc(CN3CCC(CO)(CCCc4ccccc4)CC3)cn2)c1
8,-1.5,1,-14,3,1.4,-11,-2,13,CC(=O)c1cc(NC(=O)c2ccccc2)c(=O)oc1C
2,·,-5,-10,-3,-0.4,-5,-2,i,CC1=C(C(=O)OC(C)C)C(c2cccnc2)C2=C(CCCC2=O)N1 (stereo unspecified)
3,0.0068,20,-23,-4,1.3,-2,-3,1,O=C(c1ccccc1)N1CCN(c2ncnc3c(-c4ccccc4)nsc23)CC1
14,-0.2,4,-32,0,1.2,5,-8,-39,Cn1cnnc1Sc1ccc(S(C)(=O)=O)cc1[N+](=O)[O-]
-4,-1.2,5,-25,19,1.5,-19,-6,-87,Cc1ccc(-c2nn3c(C)nnc3c3ccccc23)cc1S(=O)(=O)N1CCN(CCO)CC1
4,0.59,0,-17,5,0.7,2,-2,34,Cn1cc([N+](=O)[O-])c(C(=O)NNC(=O)c2ccc([N+](=O)[O-])cc2)n1
0,0.73,9,-6[20 µM],-5,0.6,0,-2,-102,Cc1ccccc1C(=O)N/C(=C/c1ccc(-c2cccnc2Cl)o1)C(=O)NCCCN1CCN(C)CC1
9,-0.16,-2,-9[20 µM],3,-0.8,-9,-1,-8,CN(C)c1ccc(N=c2sc3ccccc3n2C)cc1
12,-3.1*,-1,-18[20 µM],3,-0.6,-7,-2,-10,CC(=O)c1cccc(NC(=O)Nc2ccc(C(=O)N3CCOCC3)cc2)c1
6,·,0,-8,7,0.1,3,5,18,FC(F)(F)c1ccc(N2CCN(c3cc(-c4ccccc4)nc4ncnn34)CC2)nc1
8,-0.83,-3,-17,-1,0.1,-10,-3,5,Cn1c(=O)n(Cc2ccc(F)cc2)c(=O)c2c1nc1n2CCCN1C1CCCCC1

As a short view, part of the list above.
FXIIa inh,KCC2 mod,Rad51 HR inh,Furin inh,FXIa inh 1536,PERK inh,hK5 inh,Thrombin inh,Calpain2 inh,compound
4,0.48,1,-14,-5,0.8,-184,-15,-177,COc1ccc(/C=C2\SC(=O)N(CC(=O)NNC(=O)c3ccccc3O)C2=O)cc1OC
-1,-2.4,·,-9,-7,0.6,-12,-6,17,O=C(CCCc1nc2ccccc2s1)NCc1ccccc1

This is a subset, so the mix of outcomes need not match the whole.
